# Bioassay records (PubChem)
# VEEV TC-83 Vero: inhibitors of VEEV TC-83 cytopathic effect, confirmation, Vero cells (AID 588727) | actives 0.13% (n = 350,000) | Vero cells, VEEV TC-83 cytopathic effect inhibition; higher % means a stronger effect | one-dose inhibition, % at 20 µM; IC50 in µM for titrated hits; in the data active = a potency from the dose series; inconclusive = inhibition mostly from about 14% at the one dose, without a potency; inactive = the rest, 99 in 100 with inhibition below about 12%; also: strong numbers were not always called active
# M. tuberculosis HTS: M. tuberculosis growth inhibition, HTS (AID 449762); M. tuberculosis H37Rv growth inhibition, 7H9 media; higher % means a stronger effect; inhibition, % at 25 µM, or IC50 in µM where a hit was titrated; actives 0.59% (n = 330,000); in the data active = a potency from the dose series; inconclusive = inhibition above about 70% without an active follow-up result;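 also: bacterial growth assessed after seven days of incubation; strong numbers were not always called active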
# PhoP GFP inhibition: PhoP regulon inhibitors, Salmonella typhi PhoP promoter GFP reporter, confirmatory (AID 1850); Salmonella Typhi PhoP-promoter GFP reporter, fluorescence, 4 h; higher % means a stronger effect; one-dose inhibition, % at 50 µM; IC50 in µM for titrated hits; actives 0.33% (n = 310,000); in the data active = a potency from the dose series; inconclusive = inhibition mostly from about 25% at the one dose, without a potency; inactive = the rest, 99 in 100 with inhibition below about 19%;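 also: 0% = induced wells with vehicle and 100% = uninduced wells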
# H1N1 NS1A inhibition: H1N1 influenza NS1A inhibitors, functional cell based assay (AID 504329); NS1A functional cell-based assay, percent inhibition; higher % means a stronger effect; inhibition, % at 12.5 µM, or IC50 in µM where a hit was titrated; actives 0.3% (n = 340,000); in the data active = a potency from the dose series; inconclusive = inhibition above about 27% without an active follow-up result; also: strong numbers were not always called active
# M. tuberculosis: growth inhibition of non-replicating M. tuberculosis (AID 488890). inhibition, % at 25 µM; hits with a dose series show IC50 in µM. actives 0.39% (n = 320,000). Mycobacterium tuberculosis non-replicating, growth inhibition; higher % means a stronger effect; in the data active = a potency from the dose series; inconclusive = inhibition mostly from about 82% at the one dose, without a potency; inactive = the rest, 99 in 100 with inhibition below about 76%;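 also: plate controls were DMSO cells for no effect and high antibiotic wells for full effect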
# VEEV TC-83 Vero 10K pilot screen: also measured in VEEV TC-83 Vero; calls as there; inhibition, %; measured here: 10K pilot screen inhibition
# An asterisk follows results filed as active; i = inactive; ? = inconclusive; . = no result given.
SMILES,VEEV TC-83 Vero,M. tuberculosis HTS,PhoP GFP inhibition,H1N1 NS1A inhibition,M. tuberculosis,others
COC(=O)c1ccc(N/C=C/C(=O)c2ccc(OC)c(OC)c2)cc1,3.8%,1%,-8%,0%,10%,
CNC(=O)C1CN(C(=O)c2cccc(S(=O)(=O)N3c4ccccc4CC3C)c2)c2ccccc2O1 (stereo not given),2.2%,-9%,.,-4%,22%,
Cc1[nH]c2ccccc2c1/C=N/NC(=O)CCC(=O)NCc1ccccc1,9.4%,-8%,9%,-1%,-4%,VEEV TC-83 Vero 10K pilot screen=7.6
CCOc1ccc(CCNC(=O)CCn2cccc2)cc1OCC,i,1%,-2%,2%,2%,
COc1ccc(CCNC(=O)CSc2nnnn2C)cc1OC,1.5%,4%,-3%,2%,-10%,
C=CCN1C(=O)C(CC(=O)Nc2ccc(OCCC)cc2)N(CCCN2CCN(Cc3ccccc3)CC2)C1=S (stereo not given),i,?,1%,3%,44%,
O=C(COc1cc(Cl)c(Cl)cc1Cl)Nn1cnnc1,3.1%,-6%,5%,2%,4%,
Cc1cc(SCC(=O)c2cc3ccccc3o2)nc2ccccc12,i,.,-13%,3%,.,
CCCCOc1ccccc1C1C(C(=O)OC)=C(C)N(C)C(C)=C1C(=O)OC,i,0%,-6%,-1%,20%,
NNC(=O)CCC(=O)Nc1ccccc1,0.3%,4%,2%,-14%,-14%,
O=[N+]([O-])c1ccc(O)c(-c2nc(-c3ccccc3)c(-c3cccs3)[nH]2)c1,?,?,-9%,20%,36%,
CC(C)CC[n+]1ccn(-c2nc3ccccc3nc2[N-]S(=O)(=O)c2ccc(Cl)cc2)c1,i,-3%,9%,-5%,15%,
COc1cc(/C=N/Nc2ccccc2C(F)(F)F)ccc1O,0.7%,0%,3%,1%,17%,
O=C(Cn1nnc(-c2cccs2)n1)Nc1ccccc1C(F)(F)F,i,0%,8%,5%,-1%,
CCOC(=O)c1ccc(NS(=O)(=O)c2c(C)n(C)c(=O)n(C)c2=O)cc1,i,-9%,-2%,-23%,11%,
COc1cc2c(cc1NC(=O)CC1SC(N3CCCC3)=NC1=O)oc1ccccc12 (stereo not given),6.6%,9%,-1%,-2%,17%,
Cc1ccc(N2C(=O)CC3(CC4C=CC3C4)C2=O)cc1 (stereo not given),0.2%,-1%,-1%,-5%,-2%,
CC(C)C(=O)N1CCN(c2ccccc2NC(=O)COc2ccccc2)CC1,7.8%,-2%,7%,7%,16%,
Cc1noc(C)c1COC(=O)CCN1c2ccccc2Sc2ccccc21,2.5%,6%,-1%,-6%,10%,
Cc1ccc(C)c(C(=O)COC(=O)c2ccc(Br)o2)c1,i,68%,-4%,3%,?,
Cc1ccc2nc(-c3ccc(NS(=O)(=O)c4ccc(F)c(F)c4)cc3)sc2c1,4.6%,10%,1%,-5%,12%,
CCN(CC)S(=O)(=O)c1cccc(NC(=O)COC(=O)c2cc(=O)c3ccccc3o2)c1,0.4%,3%,-2%,-15%,0%,
Cc1ccc(NC(=O)c2cccs2)cc1NC(=O)c1ccc(F)cc1,i,3%,-3%,-1%,1%,
CC1CCC(C(C)C)C(OC(=O)COC(=O)c2ccc(N)cc2)C1 (stereo not given),i,8%,-4%,1%,70%,
COc1c(S(=O)(=O)N2CCCCC2)ccc2c(S(=O)(=O)N3CCCCC3)cccc12,i,2%,9%,1%,5%,
O=C(NCCN1CCN(C(=O)c2ccc(F)cc2)CC1)C(=O)NCc1ccccc1,i,-6%,-12%,-2%,2%,
CCOC(=O)c1c(-c2ncc(C(F)(F)F)cc2Cl)noc1C,0.3%,1%,-7%,1%,-2%,
CCOC(=O)C1=C(c2ccccc2)NC(=S)NC1c1ccc(Cl)cc1 (stereo not given),0.6%,6%,10%,2%,26%,
Cn1c(C(=O)NCCCN2CCN(c3ccc(F)cc3)CC2)cc2c(=O)n(C)c3ccccc3c21,6.0%,.,.,8%,.,
COc1ccc(C(=O)N=C2SC3CS(=O)(=O)CC3N2Cc2ccc(OC)c(OC)c2)cc1 (stereo not given),4.8%,11%,-2%,-8%,25%,
O=C(Nc1nc2ccccc2[nH]1)C1CCC1,i,2%,17%,0%,14%,
Cc1ccc(S(=O)(=O)NC(=O)c2cc(C)n(-c3ccc(N(C)C)cc3)c2C)cc1,0.8%,2%,-7%,-2%,44%,
O=C(NNS(=O)(=O)c1ccc(F)cc1)c1cc(Cl)ccc1O,0.3%,6%,1%,16%,10%,
COc1ccc(CCNC(=O)CCc2cn(C)c3ccccc23)c(OC)c1OC,2.9%,4%,11%,1%,9%,
Cc1ccc(C)c(OCCC(=O)OCC(=O)Nc2ccc(Cl)cn2)c1,3.2%,58%,-7%,-2%,65%,
CCCS(=O)(=O)c1csc(C(=O)OC)c1N,i,-7%,5%,.,-13%,
Cc1ccn(CC(=O)N2N=C(C(F)F)CC2(O)C(F)F)n1 (stereo not given),0.4%,5%,-6%,-2%,-8%,
Cc1cc(NC(=O)COC(=O)C2CCC(=O)N2)c([N+](=O)[O-])cc1C (stereo not given),1.4%,6%,0%,-2%,-15%,
CC(C)CCn1nnnc1C(c1ccccc1)N1CCN(C)CC1 (stereo not given),0.3%,5%,4%,1%,53%,
CN1CCC(c2c[nH]c3ccc(O)cc23)CC1,0.1%,.,.,5%,.,
CCN(CC)S(=O)(=O)c1ccc(Cl)c(C(=O)NCCN2CCOCC2)c1,1.0%,3%,-4%,-3%,-14%,
CCOC(=O)c1c(-c2ccc(OC)cc2)cn2ccccc12,1.1%,-2%,6%,-7%,5%,
Cc1cc(C)n2nc(C)c(-c3ccccc3)c2n1,1.3%,5%,1%,6%,2%,
CC1CCN(CCCNC(=O)c2ccc3c(=O)n(CCc4ccccc4)c(=O)[nH]c3c2)CC1,3.5%,-7%,6%,-2%,25%,
CCCC1COC(Cn2cncn2)(c2ccc(C)cc2)O1 (stereo not given),i,-15%,5%,2%,13%,

# Grouped by structure: the compounds so far with a furan ring, fused or not.
SMILES,VEEV TC-83 Vero,M. tuberculosis HTS,PhoP GFP inhibition,H1N1 NS1A inhibition,M. tuberculosis,others
Cc1cc(SCC(=O)c2cc3ccccc3o2)nc2ccccc12,i,.,-13%,3%,.,
COc1cc2c(cc1NC(=O)CC1SC(N3CCCC3)=NC1=O)oc1ccccc12 (stereo not given),6.6%,9%,-1%,-2%,17%,
Cc1ccc(C)c(C(=O)COC(=O)c2ccc(Br)o2)c1,i,68%,-4%,3%,?,

# Further records:
SMILES,VEEV TC-83 Vero,M. tuberculosis HTS,PhoP GFP inhibition,H1N1 NS1A inhibition,M. tuberculosis,others
Cn1c(Cn2c(=O)sc3ccccc32)nnc1SCc1ccccc1F,0.0%,1%,-11%,0%,0%,
O=C1OC2CCC1(c1ccccc1)C2 (stereo not given),1.7%,-6%,-10%,3%,-1%,
COc1ccc(S(=O)(=O)n2c([N+](=O)[O-])cnc2C)cc1OC,0.8%,4%,8%,-5%,5%,
c1ccc(-c2nc(N3CCCCCC3)nc(-n3ccnc3)n2)cc1,2.1%,?,12%,0%,?,
CC(C)(C)NC(=O)CSc1nnc(C2CC2)n1Cc1ccccc1,0.8%,0%,-6%,3%,-3%,VEEV TC-83 Vero 10K pilot screen=0.0
CC(=O)c1c(C)n(-c2ccc(Cl)cc2)c2ccc(O)cc12,1.9%,3%,-9%,0%,-5%,
O=C(CNC(=O)CNC(=O)c1ccc(Cl)cc1Cl)NCc1cccc(Cl)c1,1.0%,5%,11%,-6%,7%,
Cc1cc2ncn(CC(O)COC3CCCCC3)c2cc1C (stereo not given),i,8%,-14%,-9%,68%,
CCOC(=O)Cn1cc(C=C2C(=O)N(C)C(=O)N(C)C2=O)c2ccccc21,1.4%,1%,-19%,0%,2%,
O=[N+]([O-])/C=C/c1c(OCc2ccccc2)ccc2ccccc12,11%,?,0%,12%,?,
CC(C)(C)c1cc(CN2CCN(CCO)CC2)cc(C(C)(C)C)c1O,i,4%,4%,-13%,3.8µM*,
CCOC(=O)CCn1c(CC(=O)OCC)nc2ccccc21,i,-9%,-1%,-13%,-13%,
CC(C)CCN1CCNC(=O)C1CC(=O)N(C)CCCN1CCOCC1 (stereo not given),0.2%,-6%,-8%,-7%,-4%,
COc1ccccc1CNC(=O)C1CCN(S(=O)(=O)c2ccc3c(c2)CC(C)N3C(=O)C2CC2)CC1 (stereo not given),4.9%,3%,3%,2%,23%,
O=C1CC(N2CCN(S(=O)(=O)c3ccccc3F)CC2)C(=O)N1c1ccc(F)cc1F (stereo not given),1.2%,7%,.,-1%,7%,
O=C(CCNC(=O)c1ccc(Cl)cc1)NCC(c1ccco1)N1CCCCC1 (stereo not given),0.5%,1%,-8%,2%,7%,
O=C(CNC(=O)C12CC3CC(CC(C3)C1)C2)NC1=NCCS1,0.7%,-4%,7%,28%,-9%,
Cc1cc(C)c2cc(C=O)c(Cl)nc2c1,1.2%,-1%,-5%,3%,17%,
OC1c2cc(Br)ccc2N=C2CCCN21 (stereo not given),5.1%,2%,6%,0%,-13%,
C=CCN1C(=O)c2ccc(C(=O)OCC(=O)N3CCN(c4ccccc4)CC3)cc2C1=O,0.7%,?,0%,-2%,20%,

# Grouped by structure, the compounds so far with a Cl atom
SMILES,VEEV TC-83 Vero,M. tuberculosis HTS,PhoP GFP inhibition,H1N1 NS1A inhibition,M. tuberculosis,others
O=C(COc1cc(Cl)c(Cl)cc1Cl)Nn1cnnc1,3.1%,-6%,5%,2%,4%,
CC(C)CC[n+]1ccn(-c2nc3ccccc3nc2[N-]S(=O)(=O)c2ccc(Cl)cc2)c1,i,-3%,9%,-5%,15%,
CCOC(=O)c1c(-c2ncc(C(F)(F)F)cc2Cl)noc1C,0.3%,1%,-7%,1%,-2%,
CCOC(=O)C1=C(c2ccccc2)NC(=S)NC1c1ccc(Cl)cc1 (stereo not given),0.6%,6%,10%,2%,26%,
O=C(NNS(=O)(=O)c1ccc(F)cc1)c1cc(Cl)ccc1O,0.3%,6%,1%,16%,10%,
Cc1ccc(C)c(OCCC(=O)OCC(=O)Nc2ccc(Cl)cn2)c1,3.2%,58%,-7%,-2%,65%,
CCN(CC)S(=O)(=O)c1ccc(Cl)c(C(=O)NCCN2CCOCC2)c1,1.0%,3%,-4%,-3%,-14%,
CC(=O)c1c(C)n(-c2ccc(Cl)cc2)c2ccc(O)cc12,1.9%,3%,-9%,0%,-5%,
O=C(CNC(=O)CNC(=O)c1ccc(Cl)cc1Cl)NCc1cccc(Cl)c1,1.0%,5%,11%,-6%,7%,
O=C(CCNC(=O)c1ccc(Cl)cc1)NCC(c1ccco1)N1CCCCC1 (stereo not given),0.5%,1%,-8%,2%,7%,
Cc1cc(C)c2cc(C=O)c(Cl)nc2c1,1.2%,-1%,-5%,3%,17%,
